CXCR6 block = inhibitors of human CXCR6 receptor | AID 602244 | CHO-K1 PathHunter CXCR6 beta-arrestin, luminescence | O00574 | inhibition, % at 20 µM | hit rate 0.36% among 360,000; in the data active means inhibition above about 34%, passing the limit was not always enough;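 further: antagonist mode with CXCL16 agonist at 10 nM final; 0% = 10 nM CXCL16 with DMSO and 100% = unstimulated wells without agonist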
Target sequence (O00574 whole entry, looked up): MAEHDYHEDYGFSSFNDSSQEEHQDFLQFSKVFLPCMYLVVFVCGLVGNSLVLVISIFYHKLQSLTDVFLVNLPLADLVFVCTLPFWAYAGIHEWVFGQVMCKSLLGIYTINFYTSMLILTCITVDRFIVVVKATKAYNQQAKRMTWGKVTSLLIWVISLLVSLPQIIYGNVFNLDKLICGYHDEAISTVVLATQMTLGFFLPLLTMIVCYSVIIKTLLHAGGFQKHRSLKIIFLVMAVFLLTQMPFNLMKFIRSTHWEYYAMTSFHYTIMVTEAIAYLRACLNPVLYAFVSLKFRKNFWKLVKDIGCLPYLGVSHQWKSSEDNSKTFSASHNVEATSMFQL
MPTP inh = blocks calcium-induced mitochondrial swelling. isolated mouse mitochondria, Ca2+ swelling absorbance, 30 min. inhibition, % at 10 µM. hit rate 1.4% among 360,000;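 active means inhibition of 50% or more, scaled per plate between neutral and stimulator controls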;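 further: 0% = DMSO wells given calcium and 100% = 1 mM EGTA wells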
EBI2 block = blocks human EBI2 receptor beta-arrestin signaling. P32249. EBI2 beta-arrestin recruitment, luminescence, 7a,25-OHC stimulated. inhibition, % at 5 µM. hit rate 0.81% among 360,000. AID 651636; in the data active means inhibition above about 38%;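 further: enzyme fragment complementation signal reports receptor beta-arrestin coupling in cells; 0% = agonist plus DMSO wells and 100% = wells without agonist; some results beyond the cut were filed as inactive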
Target sequence (P32249 whole entry, looked up, the tested form may be a part): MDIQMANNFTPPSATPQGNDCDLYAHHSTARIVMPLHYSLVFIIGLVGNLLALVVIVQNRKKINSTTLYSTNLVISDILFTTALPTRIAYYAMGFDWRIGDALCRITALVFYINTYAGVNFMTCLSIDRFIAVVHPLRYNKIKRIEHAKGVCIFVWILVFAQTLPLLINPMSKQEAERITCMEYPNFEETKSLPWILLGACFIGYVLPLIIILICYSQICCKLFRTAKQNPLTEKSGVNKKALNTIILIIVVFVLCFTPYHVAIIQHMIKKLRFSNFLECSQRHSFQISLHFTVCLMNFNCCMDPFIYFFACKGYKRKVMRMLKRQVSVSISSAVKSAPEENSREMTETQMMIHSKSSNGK
The depositor's hits bear a star. Not all compounds are listed; rates above refer to the full screens.

no.	SMILES	CXCR6 block	MPTP inh	EBI2 block
1	COc1cccc(CN2CCC2(C)C(=O)Nc2ccc(Cl)c(Cl)c2)c1F (stereo not drawn)	-9	0.8	10
2	C#CCN(C[C@H]1[C@H](OC(=O)NCc2ccco2)[C@H](OC(=O)NCc2ccco2)C[C@@H](C(=O)OC)[C@H]1C(=O)OC)S(=O)(=O)c1ccc(C)cc1	-4	-0.2	9
3	CCCCN(CCCC)Cc1cc(=O)oc2cc(OC)c(Cl)cc12	-6	-0.4	9
4	CCCCNC(=O)C1(C)CCN1C(=O)c1ccc(F)cc1Cl (stereo not drawn)	-10	-0.6	3
5	COc1ccc(NC(=O)c2cc(C3CCCCN3S(=O)(=O)c3ccc(F)cc3F)on2)c(C)c1 (stereo not drawn)	4	-0.6	17
6	O=C(NCCc1ccccc1)c1[nH]c(C(F)(F)F)nc1-c1ccccc1	0	-0.7	-1
7	O=C(Nc1cccc(Cl)c1)Nc1nnc([C@@H]2C[C@H](O)[C@@H](CO)O2)s1	-5	0.4	5
8	CC(=O)Nc1ccc(C(=O)N2CCCC(c3cc(C(=O)Nc4ccccc4)no3)C2)cc1 (stereo not drawn)	-13	-1.3	1

Quoted at random: five compounds from above, in no set order.
no.	SMILES	CXCR6 block	MPTP inh	EBI2 block
2	C#CCN(C[C@H]1[C@H](OC(=O)NCc2ccco2)[C@H](OC(=O)NCc2ccco2)C[C@@H](C(=O)OC)[C@H]1C(=O)OC)S(=O)(=O)c1ccc(C)cc1	-4	-0.2	9
5	COc1ccc(NC(=O)c2cc(C3CCCCN3S(=O)(=O)c3ccc(F)cc3F)on2)c(C)c1 (stereo not drawn)	4	-0.6	17
7	O=C(Nc1cccc(Cl)c1)Nc1nnc([C@@H]2C[C@H](O)[C@@H](CO)O2)s1	-5	0.4	5
6	O=C(NCCc1ccccc1)c1[nH]c(C(F)(F)F)nc1-c1ccccc1	0	-0.7	-1
4	CCCCNC(=O)C1(C)CCN1C(=O)c1ccc(F)cc1Cl (stereo not drawn)	-10	-0.6	3

The list goes on:
no.	SMILES	CXCR6 block	MPTP inh	EBI2 block
9	COc1ccc(CNC(=O)c2ccc(-c3cccnc3)c3ccoc23)cc1OC	0	2.6	9
10	CC1CN(C(=O)c2cccc(NS(=O)(=O)c3ccc(Br)cc3)c2)CC(C)O1 (stereo not drawn)	3	-2.1	-8
11	CCOc1ccc(N2CC(C(=O)Nc3cccc(S(=O)(=O)N4CCOCC4)c3)CC2=O)cc1 (stereo not drawn)	-15	1.0	-10
12	O=C(C1CCCO1)N1CCN(C(=O)C23CC4CC(CC(C4)C2)C3)CC1 (stereo not drawn)	2	-0.5	-3
13	C[C@H](CO)N1C[C@H](C)[C@@H](CN(C)S(C)(=O)=O)OCc2cnnn2CCCC1=O	-5	-0.2	2
14	CN(c1ccccc1)S(=O)(=O)c1ccc(C(=O)Nc2cccc(S(=O)(=O)N3CCOCC3)c2)cc1	-8	3.6	7
15	CC1(C(=O)NS(=O)(=O)c2cccc(C#N)c2)CCN1C(=O)C1(c2ccc(Cl)cc2)CC1 (stereo not drawn)	0	1.4	4
16	Cc1ccc(S(=O)(=O)N2C[C@H]3C(=O)C[C@@H](c4ccccc4F)N(S(=O)(=O)c4ccc(C)cc4)[C@H]3C[C@H]2c2ccccc2F)cc1	8	-0.1	14
17	CCOC(=O)Cc1ccc(Nc2nc(NCc3cccs3)nc3ccsc23)cc1	4	2.1	2
18	Cc1ccn(CC(=O)N2CCCC(N3CCN(c4cccc(C(F)(F)F)c4)CC3)C2)n1 (stereo not drawn)	5	0.4	-2
19	CCOC(=O)[C@@H]1[C@H]2COc3ccccc3[C@@H]2N2C(=O)N(c3ccc(Br)cc3)C(=O)[C@@]12C	0	0.5	5
20	CCN(CC)S(=O)(=O)c1ccc(C(=O)NC(=S)N2CCN(c3ccccc3O)CC2)cc1	-2	0.6	4
21	O=C(O)c1cscc1-c1cccc2ccccc12	-8	-1.5	2
22	CC1(C(=O)NS(=O)(=O)c2ccc(Cl)cc2)CCN1C(=O)C1(c2ccc(Cl)cc2)CCC1 (stereo not drawn)	-10	1.6	6
23	COC(=O)[C@]12CCCCC=C1N(Cc1ccccc1)C(=O)[C@H](CC(=O)NCCc1ccccc1OC)C2	7	-1.5	6
24	O=C(OCc1cn([C@H]2CN(CC3CCCCC3)[C@@H](c3ccc(Cl)cc3)C[C@@H]2O)nn1)c1ccccc1	1	-2.6	12
25	O=c1oc2c(CN3CCOCC3)c(O)c(Cl)cc2c2c1CCC2	-3	1.7	-7
26	COc1ccc(C(=O)C2CCCN(C(=O)c3csc(SC)n3)C2)cc1F (stereo not drawn)	-2	0.0	-3
27	O=C(Nc1ccc2c(c1)OCCO2)C1c2ccccc2OCC(=O)N1C1CC1 (stereo not drawn)	4	1.1	9
28	Cc1cnc(C(=O)N(c2ccc(N3CCOCC3)cc2)C2C(=O)Nc3ccccc3N=C2c2ccc(F)cc2)cn1 (stereo not drawn)	0	1.9	1
29	CCOC(=O)c1csc(NC(=O)CCS(=O)(=O)c2ccc(Cl)cc2)n1	3	2.2	-20
30	COc1ccc(CCNC(=O)Nc2nc(C(N)Cc3ccccc3)cs2)cc1OC (stereo not drawn)	0	1.7	-4
31	CSc1ccc(/C=C/C(=O)OCC(=O)NC2CCCCCC2)cc1	-5	0.0	7
32	CC(C)NC(=O)Cn1nnc(-c2ccccc2)c1COc1ccc2ccccc2c1	4	-0.2	35
33	COC1CCN(C(=O)c2cc(COc3cc(C)ccc3C)on2)CC1	-3	-0.2	3
34	CCc1nc2ccc(C(=O)N3CCN(C(=O)c4ccco4)CC3)cn2c1N(C)Cc1nccn1C	4	0.7	8
35	C[C@@H]1CCCCO[C@H](CN(C)C(=O)NC2CCCCC2)[C@@H](C)CN([C@H](C)CO)C(=O)c2cc(NC(=O)c3ccccc3)ccc2O1	-9	0.5	-1
36	CCCC(=O)N1CCCC1(C)C(=O)Nc1ccc(-n2cccc2)cc1 (stereo not drawn)	-5	0.2	1
37	O=C1NC[C@H](Cc2ccc(O)cc2)N(C[C@@H]2CCCN2C[C@H](Cc2ccc(O)cc2)N2C[C@H](Cc3ccccc3)N(CCc3ccccc3)C(=O)C2=O)C1=O	-1	-2.4	-2
38	COc1ccccc1NC(=O)N(C)C[C@H]1OCc2cnnn2CCCC(=O)N([C@@H](C)CO)C[C@H]1C	-10	-1.3	-4
39	COc1ccc(NC(=O)Nc2ccc3nc([C@@H]4O[C@H](CO)[C@@H](O)[C@H](O)[C@H]4O)[nH]c3c2)cc1OC1CCCC1	-7	0.1	-1
40	Cc1ccccc1CNC(=O)c1[nH]c(C(F)(F)F)nc1-c1ccccc1	4	-1.7	4
41	CCCCCN(C(=O)CCC(=O)OCC(=O)NCCc1ccccc1)c1c(N)n(CCCC)c(=O)[nH]c1=O	0	0.3	-2
42	COC(=O)[C@H]1C[C@H](OC(=O)NC2CCCC2)[C@@]2(O)CN(S(=O)(=O)c3ccc(C)cc3)CC2[C@H]1C(=O)OC (stereo partly drawn)	1	0.9	-2
43	C[C@@H]1CN([C@H](C)CO)S(=O)(=O)c2ccc(Br)cc2O[C@H]1CN(C)C(=O)Nc1ccccc1	3	-2.5	-1
44	OC(c1ccccc1)(c1nc(-c2cccc(F)c2)cs1)C(F)(F)F (stereo not drawn)	-2	3.1	25
45	CCc1ncn(CCc2ccccc2OC)c1C(C)C	-1	0.6	-6
46	CCS(=O)(=O)C1C(=O)N(C)C(S(=O)(=O)CC)C(=O)N1C (stereo not drawn)	5	0.9	0
47	O=c1onc(-c2ccccc2)n1Cc1ccc([N+](=O)[O-])cc1	-5	0.4	-6
48	CC(=O)Nc1cccc(-c2ccnc3c2CC(C)(C(=O)Nc2cccc(OC(F)(F)F)c2)O3)c1 (stereo not drawn)	7	2.7	9
49	CC(C)C[C@H]1CN(CCCC[C@H]2CNC(=O)C(=O)N2Cc2ccccc2)C(=O)C(=O)N1CCC1CCCCC1	-2	-2.2	-2
50	C(=NOCc1ccccc1)c1ccccn1	2	1.9	8
51	C=CCOC(=O)N1CCC2CC1c1c(-c3ccc(C(F)(F)F)cc3)cccc12 (stereo not drawn)	0	2.5	5
52	CC(C)N(C)c1ncnc2c1ncn2[C@H]1CN(CCc2ccccc2)C[C@@H](CO)O1	3	0.9	2
53	C[C@H]1CN([C@@H](C)CO)S(=O)(=O)c2ccc(Br)cc2O[C@@H]1CN(C)S(=O)(=O)c1ccccc1	-3	-0.9	9
54	Cc1cc(C(F)(F)F)c2c(N)c(C(=O)NCc3ccc(Cl)cc3)sc2n1	-2	-0.9	11
55	COc1cc(/C=C/CNC[C@H]2O[C@@H](n3cnc4c(=O)[nH]c(N)nc43)[C@H](O)[C@@H]2O)ccc1O	-5	0.8	1
56	Cc1ccccc1-c1ccc2c(c1)O[C@H](CN(C)C(=O)C1CC1)[C@@H](C)CN([C@@H](C)CO)S2(=O)=O	4	0.1	19
57	C[C@H](CO)N1C[C@H](C)[C@H](CN(C)Cc2ccncc2)OCc2ccccc2-c2c(n(C)c3ccccc23)C1=O	-6	-0.1	-7
58	COc1ccc(NC(=O)N(C)C[C@H]2OCc3cnnn3CCCC(=O)N([C@@H](C)CO)C[C@H]2C)c(OC)c1	-1	-2.1	1
59	O=C1NC[C@@H](CCCCN2C[C@H](Cc3ccc(O)cc3)N(Cc3ccccc3)C(=O)C2=O)N(CCc2ccc(O)cc2)C1=O	1	-1.2	3
60	CC(C)C[C@H]1CN(CCCC[C@H]2CNC(=O)C(=O)N2CCC2CCCCC2)C(=O)C(=O)N1CCC1CCCCC1	0	-7.6	5
61	COc1ccc2c(CN3CCN(c4ccc(Cl)c(Cl)c4)CC3)cc(=O)oc2c1	-1	0.8	1
62	Cc1cn([C@H]2C[C@H](O)[C@@H](CNC(=O)[C@@H]3CCCN3Cc3ccccc3)O2)c(=O)[nH]c1=O	-6	-2.0	-6
63	COc1ccc(C(=O)NCc2ccc(C)cc2)cc1S(=O)(=O)N1CCOCC1	7	-0.6	1
64	Cc1cccc(C(=O)N2CCC(=O)N([C@H](COCc3cccc(C(F)(F)F)c3)Cc3ccccc3)CC2)c1	10	0.4	23

(cont.)
no.	SMILES	CXCR6 block	MPTP inh	EBI2 block
65	CN(CCCn1cnc2c(OCc3ccccc3)ncnc21)Cc1ccco1	-4	0.1	4
66	COC(=O)N1CCCCC1c1cc(C(=O)Nc2ccc3c(c2)OCO3)no1 (stereo not drawn)	2	-0.3	4
67	CCCCCCCCCC1(CC(=O)OCC)SCCN1C(N)=O (stereo not drawn)	-3	6.9	2
68	O=C1[C@H]2[C@@H](c3ccc(C(F)(F)F)cc3)N[C@]3(CCCN(Cc4ccco4)C3=O)[C@H]2C(=O)N1Cc1ccccc1	0	1.8	5
69	O=C1c2ccccc2C(c2nnnn2-c2ccc3c(c2)OCCO3)N1CCCn1ccnc1 (stereo not drawn)	0	-0.8	-3
70	Cc1cscc1-c1nc(NCC2CC2)nc2ccsc12	4	-0.1	14
71	CN(CC(=O)Nc1ccc(Cl)c(Cl)c1)CC(=O)N1CCCCCC1	-6	-0.4	-1
72	Cc1cc(C)cc(C(O)c2ncc(-c3ccc(Cl)cc3)[nH]2)c1 (stereo not drawn)	-1	2.3	-1
73	C#CCN(C[C@H]1[C@H](OC(=O)NC2CC2)[C@H](OC(=O)NC2CC2)C[C@H]2C(=O)N(c3ccccc3)C(=O)[C@@H]12)S(=O)(=O)c1ccc(C)cc1	1	-0.4	-1
74	O=C(NCc1ccccc1)[C@@H]1CCCN1C(=O)[C@@H]1CCCN1C(=O)c1cccc2ccccc12	-9	1.0	-4
75	C[C@@H]1CN([C@@H](C)CO)C(=O)CCCn2nncc2CO[C@@H]1CN(C)C(=O)c1ccncc1	1	-0.4	0
76	COc1ccccc1-c1cccc(-c2nc(C(=O)Nc3nccs3)cc3c2[C@@H](CCO)N(C(=O)CC2CC2)C3)c1	-6	0.3	11
77	Cc1ccc(-c2nc3c(Cl)cc(C(F)(F)F)cn3c2Cc2cccc(Cl)c2)cc1	12	4.1	20
78	Fc1cccc(Cc2c(-c3cccc(Cl)c3)nc3ccc(Br)cn23)c1	0	2.5	-17
79	C[C@@H]1CN([C@H](C)CO)C(=O)CCCn2nncc2CO[C@H]1CN(C)Cc1ccc(C(F)(F)F)cc1	-3	-0.3	-2

Some of the entries so far, screen by screen.
32) CC(C)NC(=O)Cn1nnc(-c2ccccc2)c1COc1ccc2ccccc2c1
65) CN(CCCn1cnc2c(OCc3ccccc3)ncnc21)Cc1ccco1
3) CCCCN(CCCC)Cc1cc(=O)oc2cc(OC)c(Cl)cc12
35) C[C@@H]1CCCCO[C@H](CN(C)C(=O)NC2CCCCC2)[C@@H](C)CN([C@H](C)CO)C(=O)c2cc(NC(=O)c3ccccc3)ccc2O1
38) COc1ccccc1NC(=O)N(C)C[C@H]1OCc2cnnn2CCCC(=O)N([C@@H](C)CO)C[C@H]1C

| screen / no. | 32 | 65 | 3 | 35 | 38 |
| --- | --- | --- | --- | --- | --- |
| CXCR6 block | 4 | -4 | -6 | -9 | -10 |
| MPTP inh | -0.2 | 0.1 | -0.4 | 0.5 | -1.3 |
| EBI2 block | 35 | 4 | 9 | -1 | -4 |

Assay outcomes (PubChem BioAssay)
